JMJD2A Tudor – inhibitors of human JMJD2A Tudor domain; O75164; AlphaScreen JMJD2A-Tudor / H3K4me3 peptide binding; Potency, µM (doses to about 114 µM), for the others: at the top dose activity change, negative = inhibition, actives largely listed as inhibitors; hit rate 4.4% among 390,000; AID 504339; note: potency is the fitted concentration of half-maximal effect; % is set by controls: 0 for no effect and ±100 for the full control effect; nearly all actives have a fitted effect of over 50% in size
G9a inh – blocks human histone lysine methyltransferase G9a; AID 504332; G9a H3K9 monomethylation, AlphaScreen, 2 h; hit rate 8.8% among 350,000; Q96KQ7; Potency, µM (top dose mostly 102 µM), for the others: at the highest dose activity, negative = inhibition, most hits filed as inhibitors; note: potency is the fitted concentration of half-maximal effect; % is set by controls: 0 for no effect and ±100 for the full control effect; nearly all actives have a fitted effect of over 75% in size
Target sequence (Q96KQ7 913-1193 limits assumed): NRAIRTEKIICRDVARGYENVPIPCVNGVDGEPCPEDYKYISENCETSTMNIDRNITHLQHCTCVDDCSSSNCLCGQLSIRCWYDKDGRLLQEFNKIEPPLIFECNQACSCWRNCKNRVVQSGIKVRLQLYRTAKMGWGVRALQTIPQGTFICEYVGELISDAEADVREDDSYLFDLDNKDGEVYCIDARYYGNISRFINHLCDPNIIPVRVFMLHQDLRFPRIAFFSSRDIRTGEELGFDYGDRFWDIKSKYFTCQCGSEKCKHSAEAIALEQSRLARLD
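Enzyme 20 nM + cpd, 15 min RT; add b-H3K9 pep 500 nM / SAM 20 uM; 2 h RT; anti-H3K9me1 Ab 0.5 ug/mL + SA donor / anti-rabbit acceptor beads 20 ug/mL each, 10 min; AlphaScreen read.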
PI4K2A block – blocks human PI4K2A kinase activity | activity change, negative = inhibition, % at 76.9 µM | purified PI4K2A, ADP-Glo luminescence, 1 h; active compounds read low | Q9BTU6 | hit rate 0.13% among 420,000; in the data active = activity change below about -50%; inconclusive = mostly about -30% to -49%;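 note: -100% = wells without enzyme as full effect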
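In this quantitative HTS, ADP production by PI4K2A was quantified luminescently after 1 h at ambient temperature; 100 microM adenosine served as plate-quality control.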
Tb PGK inh – T. brucei PGK inhibition. Potency, µM (series often up to 57.5 µM), for the others: top-dose activity change, negative = inhibition, usual class: inhibitors. PGK/GAPDH coupled, Kinase-Glo luminescence, 60 min. P07378. hit rate 0.043% among 380,000; note: potency is the fitted concentration of half-maximal effect; % is set by controls: 0 for no effect and ±100 for the full control effect; nearly all actives have a fitted effect of over 60% in size
Target sequence (P07378 whole entry, looked up): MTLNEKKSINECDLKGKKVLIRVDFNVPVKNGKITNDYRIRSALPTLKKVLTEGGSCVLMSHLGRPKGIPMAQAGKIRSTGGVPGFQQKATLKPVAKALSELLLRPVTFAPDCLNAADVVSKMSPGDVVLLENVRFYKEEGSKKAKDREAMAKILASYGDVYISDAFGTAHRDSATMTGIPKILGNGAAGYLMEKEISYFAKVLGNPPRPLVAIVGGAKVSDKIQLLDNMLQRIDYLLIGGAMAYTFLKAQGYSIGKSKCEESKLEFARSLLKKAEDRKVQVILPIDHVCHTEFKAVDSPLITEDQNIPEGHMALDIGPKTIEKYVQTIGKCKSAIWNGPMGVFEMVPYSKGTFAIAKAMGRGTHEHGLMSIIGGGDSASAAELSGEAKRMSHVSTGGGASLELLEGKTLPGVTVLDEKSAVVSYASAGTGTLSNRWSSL
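Recombinant glycosomal PGK reaction used 1,3-bisphosphoglycerate generated in-well by GAPDH (100nM final) in 100mM TEA pH 7.6, 5mM MgCl2, 0.01% Tween-20. After 60 minutes at room temperature, ATP was read by Kinase-Glo Plus luminescence end-point.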
HP1b chromo inh – inhibitors of HP1-beta chromodomain binding to methylated histone tails | AlphaScreen HP1-beta / biotin-H3K9me3 peptide binding | hit rate 0.56% among 390,000 | AID 540317 | P83916 | Potency, µM (series often up to 114 µM), inactives show at the highest dose activity change, negative = inhibition, actives largely listed as inhibitors; note: potency is the fitted concentration of half-maximal effect; nearly all actives have a fitted effect of over 70% in size; inactives centre near 23
Target sequence (P83916 whole entry, looked up): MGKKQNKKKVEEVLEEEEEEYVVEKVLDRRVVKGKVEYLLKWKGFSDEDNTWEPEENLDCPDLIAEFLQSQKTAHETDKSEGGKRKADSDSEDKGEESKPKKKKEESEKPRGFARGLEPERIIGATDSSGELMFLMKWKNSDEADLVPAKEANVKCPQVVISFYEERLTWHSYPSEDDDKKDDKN
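Compound inhibition of the preformed complex between 50 nM HP1-beta and 50 nM biotinylated H3K9me3 peptide was read by AlphaScreen. Buffer was PBS pH 7.4 with 0.01% Tween-20. Incubations ran 30 min at room temperature, with 10 ug/mL donor/acceptor beads.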
POLH inh – DNA polymerase eta (human) inhibition; recombinant Pol eta, fluorescent DNA replication assay; Potency, µM (highest dose often 114 µM), for inactives: top-dose activity change, negative = inhibition, actives largely listed as inhibitors; hit rate 1.2% among 390,000; note: potency is the fitted concentration of half-maximal effect; % is set by controls: 0 for no effect and ±100 for the full control effect
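Pol eta at 10 nM preincubated with compounds 15 min at room temperature; reaction started with fluorescent substrate (50 nM final) and read kinetically at 0 and 10 min.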
BAZ2B block – inhibitors of human BAZ2B bromodomain; AlphaScreen BAZ2B-H3K14Ac peptide displacement; Potency, µM (titrated, usually from 114 µM), for the others: at the highest dose activity change, negative = inhibition, most hits filed as inhibitors; hit rate 4.4% among 360,000; AID 504333; note: potency is the fitted concentration of half-maximal effect; % is set by controls: 0 for no effect and ±100 for the full control effect; nearly all actives have a fitted effect of over 60% in size
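AlphaScreen luminescence quantifies BAZ2B engagement of H3K14Ac peptide; the protein and biotinylated peptide are both at 50 nM final, buffer PBS pH 7.4 with 0.01% Tween-20, all steps at room temperature.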
Pin1 inh – human Pin1 inhibition | AID 504891 | Pin1 FP peptide displacement, HiFluor488, 10 min | Potency, µM (titrated, usually from 115 µM), without a hit: at the top dose activity, negative = inhibition, most hits filed as inhibitors | hit rate 0.009% among 390,000 | Q13526; active = well fitted inhibition curve with a large enough effect in the polarisation, with a control signal flat, not every such curve was filed as active; inconclusive = small, poorly fitted or top-dose-only effect, or effect the other way, or a change in a side signal; inactive = no such curve, though single readings can be large or run the other way; the % refers to the polarisation; note: potency is the fitted concentration of half-maximal effect; % is set by controls: 0 for no effect and ±100 for the full control effect
Target sequence (Q13526 whole entry, looked up): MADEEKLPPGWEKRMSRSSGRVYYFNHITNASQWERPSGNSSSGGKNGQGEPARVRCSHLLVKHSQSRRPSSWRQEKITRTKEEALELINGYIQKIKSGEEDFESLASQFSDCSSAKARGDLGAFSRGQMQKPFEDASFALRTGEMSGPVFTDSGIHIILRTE
GLS inh – glutaminase GLS (human) inhibition; O94925; GLS enzymatic activity, qHTS titration; Potency, µM (titrated, usually from 45.5 µM), for the others: at the top dose activity change, negative = inhibition, hits mostly inhibitors; hit rate 0.21% among 410,000; note: potency is the fitted concentration of half-maximal effect; % is set by controls: 0 for no effect and ±100 for the full control effect
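hKGA in 45 mM KH2PO4 pH 8.2, 0.02% Tween-20 with pin-transferred compounds; 1 mM L-glutamine (stock) plus glutamate oxidase/HRP/Amplex Red coupling added. Fluorescence read initially and after 30 min at RT.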
The depositor's hits bear a star; i = inactive; u = inconclusive; x = no result given; [ ] = another dose, or the depositor's remark. Unless noted, calls come from the whole dose curve; as a rule, active = well fitted curve in the direction sought with a large enough effect; inconclusive = small, poorly fitted or top-dose-only effect, or another doubt; inactive = no such curve, though single readings can be large; an effect the other way counts as inactive or inconclusive. A portion of the library; the hit share may differ from the screen's.

SMILES | JMJD2A Tudor | G9a inh | PI4K2A block | Tb PGK inh | HP1b chromo inh | POLH inh | BAZ2B block | Pin1 inh | GLS inh
O=C(CSc1ncnc2c1oc1ccccc12)Nc1ccccc1F | -2% | 30% | 6 | i | 36% | -5% | -6% | 1% | 3%
COc1ccc(CC(=O)NCc2ccc3c(c2)CCN3C(C)=O)cc1OC | -19% | -1%[59 µM] | 3 | -5% | -8% | -8% | -4% | 7% | -22%
Cc1c(Cl)c([N+](=O)[O-])nn1CCCC(=O)Nc1cccc(O)c1 | -13% | -26% | 6 | i | 25% | -16% | -16% | 0% | 16%
Cn1c(=O)cc(SCC(=O)Nc2ccc3c(c2)OCO3)c2ccccc21 | -12% | -3% | 3 | -9% | 8% | 6% | -7% | 0% | -2%
COC(=O)c1ccc(NC(=S)NCCc2ccccc2C)cc1 | -14%[57.1 µM] | 44%[activator][59 µM] | 6 | -4% | 64%[activator] | u | -6% | 0% | -6%
COc1ccc(N(C(C)C(=O)Nc2ccc(S(=O)(=O)N3CCOCC3)cc2)S(C)(=O)=O)cc1 (stereo not drawn) | 4% | x | -6 | -5% | 42%[activator] | -7% | -5% | 2% | -8%
CCSc1ccc2nnc(-c3cccc(F)c3)n2n1 | 79µM* | 4µM* | 1 | -7% | -37% | -10% | 11% | -6% | 1%
CCN(CC)S(=O)(=O)c1ccc(NC(=O)CCC2CCCCC2)cc1 | 1% | 0%[12.7 µM] | -2 | 7% | 69%[activator] | -25% | 3% | u | -1%
COc1cccc(NC(=O)CNC(=O)c2ccc(C)cc2)c1 | 7% | 32%[activator][12.7 µM] | 4 | -2% | 17% | -10% | -17% | -4% | -9%
CSc1nc2nc(Cl)c(Cl)nc2[nH]1 | x | x | 0 | i | x | 1% | x | x | 2%
CCCC(=O)N/C(N)=N/c1nc2ccccc2o1 | 7% | x | -23 | 2% | 37% | -20% | 5% | -4% | -16%
COCCN1CCN(Cc2cn[nH]c2-c2cc3ccccc3o2)CC1 | -21% | 2% | -2 | -6% | 21% | -18% | 0% | -2% | 7%
C=CCN(c1ccc(OC)cc1)S(=O)(=O)c1ccc(Cl)c(C(=O)OCC(=O)NC2CC2)c1 | -11% | 14%[59 µM] | 0 | -8% | 38%[activator] | -12% | -1% | -6% | 19%
COc1ccc(OC)c(/C=C2/Sc3ccccc3C2=O)c1 | u | 8%[0.501 µM] | 1 | -1% | -12% | -22% | 2% | u | -16%
C/C(=N\NC(=O)C1CC1)c1ccccc1Br | 2% | u | 0 | -4% | 44%[activator] | -18% | 5% | 0% | 8%
Cc1c(O)c(CN2CCCCC2)cc2c1oc(=O)c1ccccc12 | -3% | 36%[0.501 µM] | -3 | -1% | 23% | -7% | -20%[57.1 µM] | 4% | 28%
C=CCN1C(=NC(=O)CCC(=O)O)SC2CS(=O)(=O)CC21 (stereo not drawn) | -6% | -11%[2.33 µM] | -2 | 0% | 23% | 1% | -3% | 2% | 1%
COc1cc(NC(=O)CNc2ccc(Cl)c(S(=O)(=O)N3CCOCC3)c2)cc(OC)c1 | -25% | 5%[12.7 µM] | 4 | -2% | 32% | -8% | -18% | 1% | 1%
O=C(Cn1nc(Cc2cccnc2)c2ccccc2c1=O)NCc1ccc2c(c1)OCO2 | -6% | u | 0 | 4% | 31% | -8% | 12% | 2% | 2%
CCOc1cc(C(=O)N=c2sccn2C)cc(Br)c1OC | 9% | 3% | -1 | -12% | 32% | -19% | -2% | 0% | 0%
O=[N+]([O-])c1ccc(Cl)c(CN2CCN(c3ncccn3)CC2)c1 | u | 71µM* | -2 | 1% | -1% | 5% | u | 23% | 13%
CCCn1c2ccccc2c2cnn(CC(=O)N3CCOCC3)c(=O)c21 | 4% | 69%[activator] | -4 | -4% | 44%[activator] | 9% | 0% | -17% | 2%
CCC(=O)N1CCN(c2ccc(NC(=O)c3ccccc3)cc2)CC1 | -24% | 8% | -6 | -2% | 33% | -12% | -11% | -7% | 37%[activator]
O=C(Nc1ccc(S(=O)(=O)N2CCCC2)cc1)c1c(F)cccc1F | -16% | 14% | 4 | -1% | 11% | -12% | -5% | -6% | -9%
CC(=O)/C(N=Nc1ccc2c(c1)OCO2)=C(\C)O | -23% | 3%[59 µM] | -6 | -1% | 11% | -22% | 6% | 5% | -6%
CCOc1cc(CNCCSc2nnnn2-c2ccccc2)ccc1OC | -6% | -5%[59 µM] | 0 | -5% | 43%[activator] | -6% | -29% | -5% | 8%
COCCCN(C(C)=O)c1nc(-c2ccccc2)cs1 | 9% | -26%[12.7 µM] | 1 | -3% | 46% | -15% | 1% | -9% | 2%
CCN1C(=O)/C(=C2/SC(C)=C(C)N2CC)SC1=S | -19% | 0% | -1 | -7% | 5% | -15% | -2% | u | 32%[activator]
CC(C)(C)c1cc(C(=O)N2CCN(c3ncccn3)CC2)ccn1 | 5% | 5%[59 µM] | -3 | -4% | 10% | 5% | 3% | -12% | -5%
COc1ccc(CCn2c(N)c(S(=O)(=O)c3cccs3)c3nc4ccccc4nc32)cc1OC | -6% | -9%[59 µM] | 1 | 1% | 32%[activator] | -10% | -1% | 5% | -10%
O=C1N(CCCCN2C(=O)C3(OCCO3)c3ccccc32)c2ccccc2C12OCCO2 | -23% | 10%[12.7 µM] | -7 | 2% | 21% | -3% | -1% | -12% | -2%
COc1ccc(Cn2c(-c3ccco3)nc3c(c(=O)c4ccccc4n3C)c2=O)cc1 | -27% | -48% | -2 | 1% | 21% | -13% | -30% | u | 2%
Cc1ccccc1Nc1c(-c2ccccc2)nc2ncccn12 | 5% | x | 4 | 6% | 34% | -6% | -5% | 5% | u
COc1cccc(C(c2sc3nc(-c4ccco4)nn3c2O)N2CCN(c3ccccc3F)CC2)c1 (stereo not drawn) | u | u | 36 | -2% | -4% | 14% | u | -1% | 0%
N#CC1=C(N)C2=C(N3CCCCC3)CCCC2C1(C#N)C#N (stereo not drawn) | -30% | u | -14 | -2% | 12% | 4% | 50µM* | x | -4%
CCOc1ncccc1C(=O)NCCCSc1ccccc1 | -1% | 22% | 6 | -5% | 15% | -17% | 17% | -4% | 2%
O=C(O)c1c2c(nc3ccccc13)/C(=C/c1ccccc1[N+](=O)[O-])CCC2 | -6% | u | -4 | -6% | -1% | 10% | u | -12% | 0%
COc1cc(C2/C(=C(\O)c3ccc4c(c3)OCCO4)C(=O)C(=O)N2Cc2ccco2)cc(OC)c1OC (stereo not drawn) | -16% | 50µM* | -4 | -10% | 12% | -12% | -36% | -8% | 1%
CN(C)CCSc1nnc2[nH]c3ccccc3c2n1 | -9% | 1.4µM* | -5 | -5% | 26% | -8% | -4% | -10% | 14%
COCC(=O)Nc1nnc(CCc2ccccc2)s1 | 0% | -1% | 1 | -5% | 30% | -7% | 10% | 0% | -4%
CCn1c(SCC(=O)Nc2nnc(C)s2)nnc1C(C)NC(=O)c1ccccc1 (stereo not drawn) | -15% | -3%[59 µM] | -7 | -6% | 35% | -16% | 4% | -6% | 4%
CN(C)S(=O)(=O)Oc1cccc(C(=O)Nc2ccc(Cl)c(Cl)c2)c1 | -2% | x | -10 | -3% | 38%[activator] | -19% | 3% | -1% | 0%
COc1ccc(C(=O)N2CCC(c3ccncc3)CC2)cc1OC | -9% | -5%[59 µM] | -3 | 9% | 11% | -11% | 2% | -6% | 1%
O=C(COc1ccc(Br)cc1F)NC1CCN(Cc2ccccc2)CC1 | -11% | -4%[59 µM] | 3 | -1% | 0% | -9% | 1% | 0% | 5%
CCC(C)N(C(=O)COC(=O)c1ccccc1SCC(=O)N1CCCC1)C1CCS(=O)(=O)C1 (stereo not drawn) | -9% | x | -2 | -7% | 18% | -1% | -7% | -8% | -1%
CCOC(=O)c1ccc(NC(=O)CCc2nc(-c3ccccc3Cl)no2)cc1 | 1% | 13% | -3 | 6% | 33% | -6% | 6% | -2% | 8%
CCOC(=O)c1ccc(NC(=O)C(=O)NCc2ccc(/C=C(/C#N)C(=O)NCCOC)o2)cc1 | -9% | -35% | -7 | 6% | 17% | -9% | -1% | u | 0%
Cc1ccc(S(=O)(=O)O/N=C2/CCCc3occc32)cc1 | u | 50µM* | -6 | -9% | 6% | 14% | -37% | 0% | 2%
O=c1[nH]c2cccnc2n1Cc1ccco1 | -1% | 25%[12.7 µM] | -1 | i | 47% | -10% | 8% | -3% | -6%
Cc1ccccc1-c1cc2nc(C)c(Cl)c(=O)n2[nH]1 | -18% | x | 6 | -1% | -18% | 0% | x | u | 7%
Cc1c(N)cccc1Cl | -21% | x | -1 | -3% | 28% | -21% | x | -8% | 16%
Cc1ccc(C(=O)N/C(=C\c2ccco2)C(=O)NC2CCS(=O)(=O)C2)cc1 (stereo not drawn) | -23% | u | 11 | -7% | 29% | -17% | -4% | -16% | u
CC(Sc1n[nH]c(N)n1)C(=O)Nc1ccccc1-c1ccccc1 (stereo not drawn) | -10% | -7% | 3 | -7% | 66%[activator] | -17% | -26% | -6% | -10%
Nc1n[nH]c(-c2ccc(F)cc2)n1 | u | 45µM* | 3 | -6% | 19% | -12% | u | -6% | 18%
CCC(C)C(NC(=O)c1ccccc1NC(=O)c1ccco1)C(=O)NNC(=O)c1ccc(OC)cc1 (stereo not drawn) | -21% | -7%[59 µM] | -2 | 0% | 51%[activator] | 12% | -8% | 19% | 1%
O=C(Cn1ccccc1=O)NCc1ccc(F)cc1 | -5% | -1% | 1 | i | -2% | -16% | 1% | 1% | 7%
CCOC(=O)COC(=O)c1ccc(O)cc1 | -7% | -27%[12.7 µM] | 2 | -1% | 15% | -7% | 11% | -3% | 10%
COc1ccccc1CNC(=O)c1ccc(-c2nc(CS(=O)(=O)c3ccc(C)cc3)c(C)o2)cc1 | -2% | -29%[59 µM] | -1 | -10% | 31% | -17% | -16% | 25% | 1%

Bioassay records from PubChem.
